# D1 PAM: Potentiators of Human D1 Dopamine Receptor: qHTS. AID 504651, 2011. 0.036% of 360,000 active. potentiation, % at 10 µM. HEK293 TREx D1 cells, calcium flux, dopamine EC20 potentiation. D(1A) dopamine receptor (Homo sapiens), P21728; in the data active = potentiation above about 30%; also: 0% is about no effect
# Target sequence (P21728 whole entry, looked up): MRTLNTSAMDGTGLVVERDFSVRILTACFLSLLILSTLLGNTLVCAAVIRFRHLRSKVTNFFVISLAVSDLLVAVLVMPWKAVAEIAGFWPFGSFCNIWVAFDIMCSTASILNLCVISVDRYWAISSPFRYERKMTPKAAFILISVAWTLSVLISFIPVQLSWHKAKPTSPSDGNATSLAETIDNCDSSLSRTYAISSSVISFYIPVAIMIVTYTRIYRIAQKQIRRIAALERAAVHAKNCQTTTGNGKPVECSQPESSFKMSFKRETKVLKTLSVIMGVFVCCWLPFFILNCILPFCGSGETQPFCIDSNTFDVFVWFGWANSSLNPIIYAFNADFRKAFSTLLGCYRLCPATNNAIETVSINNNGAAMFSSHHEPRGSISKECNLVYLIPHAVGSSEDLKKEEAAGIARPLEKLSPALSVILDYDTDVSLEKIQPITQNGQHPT
# D2 antagonist: HTS Assay for Allosteric Antagonists of the Human D2 Dopamine Receptor: Primary Screen for Antagonists. HEK293 TREx D2 cells, calcium flux, dopamine EC80. inhibition, % at 10 µM. D(2) dopamine receptor (Homo sapiens), P14416. 2% of 340,000 active; in the data active = inhibition above about 30%; also: 0% is about no effect
#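 Calcium mobilization kinetics were recorded at 1 s intervals in tetracycline-induced HEK293 T-REx D2 cells, first for 180 s after compound addition and then 180 s after EC80 dopamine.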
# D1 agonist: Allosteric Agonists of the Human D1 Dopamine Receptor: qHTS. D(1A) dopamine receptor (Homo sapiens), P21728. HEK293 T-REx D1 cells, calcium flux, agonist mode. activation, % at 2 µM. 1% of 360,000 active; also: 0% is about no effect
#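 Tetracycline-induced HEK293 TREx D1 cells, force-coupled to calcium signalling, were dye-loaded with a no-wash calcium kit. Compound was pin-added after a 10 s baseline. Fluorescence was read kinetically at 1 cycle/s for 180 s, with calcium rises flagged as agonism.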
# RXFP1 antagonist: qHTS Assay for Antagonists of the Relaxin Receptor RXFP1; Relaxin receptor 1 (Homo sapiens), Q9HBX9; HEK293-RXFP1, relaxin-stimulated cAMP HTRF, 30 min; active compounds read low; activity change, negative = inhibition, % at 57.5 µM; 0.59% of 350,000 active; AID 1259400, 2018;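 active = activity change of -60% or lower, but not beyond a set lower limit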; also: % is scaled to controls: 0 for no effect and ±100 for the full control effect
# D1 antagonist: Antagonist of Human D 1 Dopamine Receptor: qHTS; D(1A) dopamine receptor (Homo sapiens), P21728; HEK293 TREx D1 cells, calcium flux, dopamine EC80; active compounds read low; activity change, negative = inhibition, % at 10 µM; 3.2% of 360,000 active; in the data active = activity change below about -30%; also: % is scaled to controls: 0 for no effect and ±100 for the full control effect
#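 Tetracycline-induced HEK293 Trex D1 cells, force-coupled to calcium, dye-loaded; compounds added and read 180 s, then EC80 dopamine added and calcium flux tracked kinetically another 180 s.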
# TRHR ag: qHTS for Small Molecule Agonists and Allosteric Enhancers of Human TRH Receptor: Primary Screen for Agonists. AID 493084, 2011. TRHR cells, calcium flux fluo-8, FDSS agonist mode. Thyrotropin-releasing hormone receptor (Homo sapiens), P34981. 0.18% of 360,000 active. activation, % at 2 µM; also: 0% is about no effect
# Target sequence (P34981 whole entry, looked up): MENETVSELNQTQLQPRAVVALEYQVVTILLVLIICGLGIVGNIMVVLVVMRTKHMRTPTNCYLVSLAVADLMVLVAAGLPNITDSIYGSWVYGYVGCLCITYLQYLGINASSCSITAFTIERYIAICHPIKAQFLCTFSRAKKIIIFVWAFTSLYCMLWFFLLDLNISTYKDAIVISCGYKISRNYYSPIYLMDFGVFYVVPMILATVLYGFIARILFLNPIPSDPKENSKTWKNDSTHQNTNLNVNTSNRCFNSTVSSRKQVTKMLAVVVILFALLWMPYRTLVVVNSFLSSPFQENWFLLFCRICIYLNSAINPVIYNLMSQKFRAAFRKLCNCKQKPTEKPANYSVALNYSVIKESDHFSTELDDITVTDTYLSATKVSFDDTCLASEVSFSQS
#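 Steps: seed TRHR cells overnight; add fluo-8 no-wash Ca dye, RT 30 min–1.5 h; record 10 s baseline; pin-transfer compounds; monitor fluorescence 1 cycle/s for the agonist window. Calcium increases flag candidate agonists.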
# D2 PAM: HTS Assay for Positive Allosteric Modulators of the Human D2 Dopamine Receptor: Primary Screen for Potentiators; 0.34% of 340,000 active; potentiation, % at 10 µM; HEK293 T-REx D2, calcium flux, EC20 dopamine potentiation; D(2) dopamine receptor (Homo sapiens), P14416;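 active = potentiation over 3 SD above the plate norm, cut at about 30% in these data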; also: 0% is about no effect
#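 Calcium flux readout, no-wash dye, 1 read/s. Inducible HEK293 Trex D2 line, overnight 30 C. Compound alone 180 s (agonist flags), then EC20 dopamine, another 180 s to score potentiation.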
# TRHR PAM: qHTS for Small Molecule Agonists and Allosteric Enhancers of Human TRH Receptor: Primary Screen for Enhancers | Thyrotropin-releasing hormone receptor (Homo sapiens), P34981 | TRHR cells, fluo-8 calcium fluorescence, EC20 TRH enhancement | enhancement, % at 2 µM | 0.66% of 360,000 active; in the data active = enhancement above about 30%; also: 0% is about no effect
#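 Enhancer read-out: after compound pinning and an initial kinetic agonist-mode read, an EC20 of TRH (10 nM final) was injected and fluo-8 calcium signal (Ex 480/Em 530) followed at 1 s/cycle for 100 cycles in TRHR-expressing cells.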
# D2 ag: HTS Assay for Allosteric Agonists of the Human D2 Dopamine Receptor: Primary Screen for Agonists; HEK293 T-REx D2 cells, calcium flux agonist mode; 0.53% of 340,000 active; D(2) dopamine receptor (Homo sapiens), P14416; AID 485358, 2010; activation, % at 2 µM;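 active = activation over 3 SD above normal in the single-dose calcium agonist read, cut at about 30% in these data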; also: 0% is about no effect
#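 Agonism scored from kinetic calcium signal (1 read/sec, 180 s) following compound pin transfer, after a 10 s baseline. Cells: HEK293 Trex line expressing inducible D2 receptor coupled to calcium, dye-loaded after overnight culture at 30 C.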
# * = called active by the depositor; / = no result given. Rule as the data show it, unless noted: active = activation above about 30%; inactive = the rest. Rows were taken by chance; 7.1% or so of the library scored in one or more.
SMILES,D1 PAM,D2 antagonist,D1 agonist,RXFP1 antagonist,D1 antagonist,TRHR ag,D2 PAM,TRHR PAM,D2 ag
CCOc1cccc(C(=O)Nc2ccc3ccccc3c2)c1,2,13,5,7,-6,-0.3,-14,-7,-1.0
NS(=O)(=O)c1ccc(CCNC(=O)CSc2ncnc3ccccc23)cc1,2,-21,2,15,5,2.4,-1,-2,0.0
NC(CC(=O)O)c1cccc(OCc2ccccc2)c1 (configuration not stated),4,5,6,-5,10,0.8,-2,0,0.6
COc1ccc(Nc2nc3nonc3nc2N2CCCCC2)cc1,-3,-8,-1,16,0,-0.3,-2,-1,-0.9
CC(=O)Oc1ccc(C(=O)NCc2ccc3c(c2)OCO3)cc1,-2,6,2,7,-19,0.5,-2,-2,0.5
CCCCn1c(Oc2ccc(C(=O)OC)cc2)nc2c1c(=O)n(C)c(=O)n2C,-5,-13,0,-10,7,-0.1,7,-2,-0.5
CN1CCN(Cc2nc3ccccc3c(=O)n2CC#N)CC1,-6,-8,2,1,1,0.4,3,-3,1.7
COC(=O)Nc1ccc(OCc2ccccc2)cc1,-2,17,0,10,-4,0.1,-1,2,-0.7
COc1ccc(CCNC(=O)C2=COCCO2)cc1,-6,-8,3,-12,8,1.0,-1,0,0.1
CCOc1ccc2[nH]c(=O)c(CN(CCN3CCOCC3)Cc3nnnn3C(C)(C)CC)cc2c1,4,-9,1,6,-5,0.2,11,30*,0.5
COc1ccccc1NC(=O)N1CCN(c2ccc(F)cc2)CC1,-7,14,2,4,-15,0.3,-8,2,/
Nc1cc(=O)[nH]c(SCC(=O)Nc2ccc([N+](=O)[O-])cc2)n1,-6,-4,0,-5,-2,0.7,-11,2,-0.4
COCCNc1oc(Cc2cccc3ccccc23)nc1C#N,2,-6,7,3,11,0.1,1,15,-2.2
CCOC(=O)C1CCN(CCC(=O)Nc2ccc(Br)cc2)CC1,0,-4,14,-6,4,1.0,-16,2,2.7
COCc1cc(C)n(CC(=O)Nc2c(C)cccc2C)c(=O)c1C#N,-2,13,4,-3,6,-0.2,4,3,0.3
S=C(NCC1COc2ccccc2O1)Nc1ccccc1 (configuration not stated),-9,6,12,-2,-27,1.0,-5,0,5.0
O=C(NCCc1cn[nH]c1)C1CCC(=O)N(CCc2cccc(F)c2)C1 (configuration not stated),2,-1,4,6,4,0.6,0,-3,0.6
COc1cccc(CCNC(=O)c2ccc(Cn3c(SCc4ccccc4)nc4cccnc43)cc2)c1,-2,/,8,-23,1,1.1,-7,-2,/
COc1ccc(CCNC(=O)CCN2C(=O)C(C)Oc3ccc(C)cc32)cc1OC (configuration not stated),-4,10,2,-20,-9,-0.3,5,-5,-0.1
Cc1ccc(C(=O)NCCN2CCOCC2)cc1Cl,-1,-11,0,-23,19,1.1,-15,3,0.4
Cc1ccc2nc(NC(=O)C3CCN(S(=O)(=O)c4cccs4)CC3)sc2c1,-1,-1,3,-6,19,0.8,-8,20,1.4
CC(C)CC(=O)Nc1cccc(-c2cn3cccnc3n2)c1,1,/,0,-6,10,0.7,4,-3,1.6
Cc1cc(C(=O)COC(=O)c2ccc(NC(=O)CC#N)cc2)c(C)n1CCc1ccc(F)cc1,-2,0,2,-6,1,0.8,-9,-8,1.2
CCOc1ccc(NC(=O)Nc2cc3c(cc2N2CCCCC2)n(C)c(=O)n3C)cc1,-5,/,3,/,-15,0.7,-1,0,0.3
O=C(NCc1ccccc1)c1nc[nH]c1C(=O)N1CCN(c2ccccc2)CC1,-3,-10,-2,/,1,-0.7,12,7,-0.5

# Another view of some results above:
# Values in the order: D1 PAM | D2 antagonist | D1 agonist | RXFP1 antagonist | D1 antagonist | TRHR ag | D2 PAM | TRHR PAM | D2 ag
COC(=O)Nc1ccc(OCc2ccccc2)cc1
    -2 | 17 | 0 | 10 | -4 | 0.1 | -1 | 2 | -0.7
COc1ccc(CCNC(=O)C2=COCCO2)cc1
    -6 | -8 | 3 | -12 | 8 | 1.0 | -1 | 0 | 0.1

# The results go on.
SMILES,D1 PAM,D2 antagonist,D1 agonist,RXFP1 antagonist,D1 antagonist,TRHR ag,D2 PAM,TRHR PAM,D2 ag
CN(C)C(=O)C1Cc2ccccc2CN1S(=O)(=O)c1cccs1 (configuration not stated),3,8,0,-4,9,0.0,0,7,1.5
Cc1cccc(C)c1NC(=O)CNC(=O)CNC(=O)Cc1cccc2ccccc12,/,-6,4,-3,-6,0.0,-11,1,0.2
Cc1cc(NC(=O)Cn2ccc([N+](=O)[O-])n2)no1,-4,-7,1,6,/,1.1,-9,0,2.4
CCCc1cc(=O)oc2cc(C)cc(OC(C)C(=O)NCC3CCC(C(=O)O)CC3)c12 (configuration not stated),0,4,1,3,8,-0.4,-4,-5,0.7
Cc1cnc(Nc2nc3ccccc3o2)nc1C(=O)Nc1cccc(C(F)(F)F)c1,0,-1,3,-14,-1,-0.9,7,1,-0.9
CC1CCN(C(=O)c2ccc(NC(=O)c3ccccc3)cc2)CC1,5,0,1,-4,-13,-0.7,4,-6,0.1
CC(=O)Nc1ccc(NC(=O)C(C)OC(=O)C2CCCC2)cc1 (configuration not stated),2,-9,3,-8,14,-0.1,4,2,-0.4
Cc1ccc(NC(=O)C(Cc2ccccc2)NC(=O)c2ccco2)cc1 (configuration not stated),-1,-15,0,-2,2,-0.4,-8,-10,-0.7
Cn1cc(-c2cc3n(n2)CCC(=O)N3CCCC(=O)NCc2ccc(Cl)cc2)c2ccccc21,4,/,4,-10,4,-0.9,14,0,/
Cc1cc(C(=O)N2CC(C)CC(C)C2)c(C)o1 (configuration not stated),3,-4,-1,-3,-2,0.3,-5,3,-0.6
CCOC(=O)c1ccccc1NS(=O)(=O)c1ccccc1F,-5,-13,3,-3,1,-0.3,17,2,0.4
O=C(NC1CCCCCCC1)C1CCCN(S(=O)(=O)c2cnc[nH]2)C1 (configuration not stated),/,1,2,/,-4,0.2,1,1,-0.5
COc1ccc(NC(=O)COc2ccc(S(=O)(=O)NC3CCCCC3)cc2)cc1OC,-4,/,1,/,-12,-1.2,-6,3,-0.5
Cc1nn(C)c(C)c1CN(C)C(=O)C1c2ccccc2Oc2ccccc21,0,9,1,8,-6,1.2,21,-5,1.6
CC(C)[C@H](CN(N=O)[C@@H](Cc1ccccc1)CN(C)N=O)N(CCc1ccccc1)N=O,-1,-8,2,/,9,1.0,-12,-8,22
CCSc1nc(O)cc(=O)[nH]1,-2,9,3,9,-22,-0.6,-5,-2,-0.2
CCCCn1c(N)c(N(CC(C)C)C(=O)CSc2nnc(-c3ccc(Cl)cc3)o2)c(=O)[nH]c1=O,-6,7,1,-27,33,0.2,10,-2,-1.2
CC(C)=CCCC1=CCC2C(=O)NNC(=O)C2C1 (configuration not stated),-4,-20,-1,3,-7,-0.3,5,7,5.3
Cc1ccc(-n2cc(C(=O)Oc3ccc(F)cc3)c3ccccc3c2=O)cc1,-3,/,2,-31,-2,0.7,-11,-4,1.2
Cc1cc(C(=O)Nc2nncs2)oc1C,-4,2,0,-3,8,0.2,4,6,0.5
O=C(NNC(=S)NCc1ccco1)c1cccs1,5,13,3,20,9,-0.7,6,2,-0.3
CN(C(=O)COC(=O)C(C)(C)Oc1ccc(Cl)cc1)c1c(N)n(Cc2ccccc2)c(=O)[nH]c1=O,0,-8,16,-7,-13,-0.3,5,-6,-0.3
Cc1nn(-c2ccccc2)c2[nH]c(=O)c(CNc3ccc(N4CCOCC4)cc3)cc12,0,0,8,4,3,3.3,2,0,1.3
COc1cc(C(=O)NC(=S)Nc2cccc3nc(C)ccc23)cc(OC)c1OC,-2,-20,5,-17,-8,0.1,6,-1,0.7
Cc1nc(SCC(=O)N2CC(=O)Nc3ccccc32)nc(C)c1C,-2,-30,5,6,11,0.5,3,2,0.8
O=C(CCc1ccccc1)N=C1SC2CS(=O)(=O)CC2N1c1ccc(F)cc1 (configuration not stated),-4,12,10,-11,6,0.1,-3,-2,0.9
CC(C)(C)c1ccc(C(=O)N2CCN(CCNC(=O)C(=O)NCc3ccccc3)CC2)cc1,-3,-7,7,-7,18,-0.7,6,16,-1.6

# Laid out differently: results already given
# Every second line gives: D1 PAM | D2 antagonist | D1 agonist | RXFP1 antagonist | D1 antagonist | TRHR ag | D2 PAM | TRHR PAM | D2 ag
Cc1cc(C(=O)N2CC(C)CC(C)C2)c(C)o1 (configuration not stated)
    3 | -4 | -1 | -3 | -2 | 0.3 | -5 | 3 | -0.6
CCOC(=O)c1ccccc1NS(=O)(=O)c1ccccc1F
    -5 | -13 | 3 | -3 | 1 | -0.3 | 17 | 2 | 0.4
O=C(NC1CCCCCCC1)C1CCCN(S(=O)(=O)c2cnc[nH]2)C1 (configuration not stated)
    / | 1 | 2 | / | -4 | 0.2 | 1 | 1 | -0.5
COc1ccc(NC(=O)COc2ccc(S(=O)(=O)NC3CCCCC3)cc2)cc1OC
    -4 | / | 1 | / | -12 | -1.2 | -6 | 3 | -0.5
Cc1nn(C)c(C)c1CN(C)C(=O)C1c2ccccc2Oc2ccccc21
    0 | 9 | 1 | 8 | -6 | 1.2 | 21 | -5 | 1.6

# Screening data deposited in PubChem BioAssay by National Center for Advancing Translational Sciences (NCATS).
